GAA inhib – qHTS Assay for Inhibitors of Human alpha-Glucosidase as a Potential Chaperone Treatment of Pompe Disease; Potency, µM (series often up to 76.9 µM), for the others: top-dose activity change, negative = inhibition, actives largely listed as inhibitors; purified human GAA, 4-MU-alpha-glucoside fluorescence; Lysosomal alpha-glucosidase (Homo sapiens), P10253; 200,000 compounds, 0.005% hits;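 further: plate controls were uninhibited enzyme wells for no effect and no-enzyme background for full effect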
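Human enzyme at 4 nM with 400 uM 4-methylumbelliferyl-alpha-D-pyranoside, citrate/phosphate buffer pH 5.0, 0.005% Tween-20, 20 min at room temperature. Compounds up to 77 uM. 4-MU fluorescence (Ex 365/Em 440) read after NaOH/glycine stop; AC50 from Hill fit.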
RGS12 GoLoco inh – qHTS Assay for Inhibitors of RGS12 GoLoco Motif Activity (Red Fluorophore); Gai1:RGS12 GoLoco peptide FP, rhodamine, 10 min; Potency, µM (doses to about 61.6 µM), for the others: at the top dose activity, negative = inhibition, actives largely listed as inhibitors; 230,000 compounds, 0.44% hits; active means well fitted inhibition curve with a large enough effect, not every such curve was filed as active; inactive means no such curve, though single readings can be large or run the other way; further: nearly all actives have a fitted effect of over 30% in size; many of its hits are not listed in these tables
Target sequence (P63096 whole entry, looked up): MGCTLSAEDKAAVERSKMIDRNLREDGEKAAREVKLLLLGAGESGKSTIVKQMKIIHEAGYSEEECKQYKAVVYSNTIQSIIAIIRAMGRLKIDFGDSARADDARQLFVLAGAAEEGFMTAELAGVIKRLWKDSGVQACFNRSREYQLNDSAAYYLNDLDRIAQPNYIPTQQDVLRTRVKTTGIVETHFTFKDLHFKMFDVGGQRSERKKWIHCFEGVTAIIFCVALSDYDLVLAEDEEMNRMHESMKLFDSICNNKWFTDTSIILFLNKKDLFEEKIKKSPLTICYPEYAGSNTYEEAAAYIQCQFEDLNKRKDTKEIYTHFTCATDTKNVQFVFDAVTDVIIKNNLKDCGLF
L3MBTL1 block – qHTS Assay for the Inhibitors of L3MBTL1; AlphaScreen L3MBTL1–H3K9me1 peptide binding; Potency, µM (titrated, usually from 57.1 µM), inactives show at the highest dose activity, negative = inhibition, usual class: inhibitors; 230,000 compounds, 0.66% hits; AID 485360, 2010; further: nearly all actives have a fitted effect of over 60% in size
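AlphaScreen assay: L3MBTL1 (50 nM final) was preincubated 30 min at room temperature with biotinylated H3(1-15)K9me1 peptide (75 nM final), then 30 min with library compounds; streptavidin donor and nickel chelate acceptor beads (10 ug/mL final) added, 30 min dark.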
TRb-SRC2 inh – qHTS for Inhibitors of the Interaction of Thyroid Hormone Receptor and Steroid Receptor Coregulator 2; Thyroid hormone receptor beta (Homo sapiens), P10828; TRbeta-SRC2 peptide binding, fluorescence polarization; receptor liganded with 1 µM T3; Potency, µM (top dose mostly 106 µM), without a hit: at the top dose activity change, negative = inhibition, actives largely listed as inhibitors; 280,000 compounds, 0.065% hits; AID 1469, 2008;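 further: plate controls were bound peptide for no effect and peptide without receptor for full effect; nearly all actives have a fitted effect of over 50% in size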
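Polarization signal, normalized between peptide-alone and full complex controls, measured compound effects on T3-liganded human TRb LBD (0.6 uM) binding 20 nM Texas Red SRC2 peptide after 5 hr.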
RECQ1 helicase – qHTS Assay for Inhibitors of RecQ-Like Dna Helicase 1 (RECQ1) | Potency, µM (titrated, usually from 57.3 µM), for inactives: top-dose activity, negative = inhibition, usual class: inhibitors | ATP-dependent DNA helicase Q1 (Homo sapiens), P46063 | 240,000 compounds, 0.54% hits | RECQ1 DNA unwinding, red fluorescence kinetic read;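 further: plate controls were vehicle for no effect and no enzyme for full effect; nearly all actives have a fitted effect of over 30% in size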
Target sequence (P46063 whole entry, looked up): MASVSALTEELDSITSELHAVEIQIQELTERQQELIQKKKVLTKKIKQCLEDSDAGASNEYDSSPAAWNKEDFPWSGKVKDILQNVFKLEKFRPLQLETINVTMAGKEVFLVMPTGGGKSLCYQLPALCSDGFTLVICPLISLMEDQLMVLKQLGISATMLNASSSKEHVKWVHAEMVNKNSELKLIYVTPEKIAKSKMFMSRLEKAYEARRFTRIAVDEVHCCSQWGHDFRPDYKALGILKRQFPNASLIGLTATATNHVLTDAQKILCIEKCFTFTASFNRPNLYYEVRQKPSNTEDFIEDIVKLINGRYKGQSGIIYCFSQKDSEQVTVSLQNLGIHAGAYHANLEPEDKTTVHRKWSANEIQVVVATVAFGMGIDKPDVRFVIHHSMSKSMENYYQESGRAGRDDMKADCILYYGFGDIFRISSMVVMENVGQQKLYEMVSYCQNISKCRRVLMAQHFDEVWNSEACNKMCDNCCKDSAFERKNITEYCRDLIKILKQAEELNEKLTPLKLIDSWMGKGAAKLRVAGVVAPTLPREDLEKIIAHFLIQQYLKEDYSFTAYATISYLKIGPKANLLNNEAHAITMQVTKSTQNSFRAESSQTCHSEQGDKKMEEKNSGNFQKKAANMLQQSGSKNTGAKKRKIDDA
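RECQ1T1 50 nM; forked duplex (20 bp + 30-nt ss tails) 200 nM, ATP 2 mM final; pH 8.0, 2 mM MgCl2, 2.5 ug/ml poly(dI-dC); 15 min compound preincubation; discontinuous kinetic read over 2 h at RT.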
GAA glycogen mod – qHTS Assay for Inhibitors and Activators of Human alpha-Glucosidase Cleavage of Glycogen; Lysosomal alpha-glucosidase (Homo sapiens), P10253; recombinant GAA, glycogen substrate, Amplex Red glucose oxidase fluorescence; Potency, µM (doses to about 76.4 µM), for the others: top-dose activity change, negative = inhibition, most hits filed as inhibitors; 300,000 compounds, 0.38% hits; AID 2100, 2009;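 further: 0% = full enzyme reaction and -100% = no-enzyme basal signal; the screen sought inhibitors and activators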
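Recombinant human alpha-glucosidase (4 nM final) hydrolysed bovine liver glycogen (30 ug) for 40 min at 37 C in pH 5.0 citrate/phosphate with 0.01% Tween-20. Released glucose detected by glucose oxidase/Amplex Red, Ex 573/Em 610 nm. Compounds up to 77 uM; AC50 from Hill fits.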
TR SRC2 fluor cs – Total Fluorescence Counterscreen for Inhibitors of the Interaction of Thyroid Hormone Receptor and Steroid Receptor Coregulator 2; TRb/SRC2 Texas Red total fluorescence interference; Potency, µM (doses to about 106 µM), without a hit: at the highest dose fluorescence change, negative = quenching; 280,000 compounds, 0.29% hits; active means well fitted curve in either direction with a large enough effect; inconclusive means small, poorly fitted or top-dose-only effect
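Flags fluorescent or light-absorbing compounds by total fluorescence, S + 2P, at 555 nm excitation and 632 nm emission. Mixture: 20 nM Texas Red SRC2 peptide, 0.6 uM human TRb LBD, 1 uM T3, 5% DMSO; compound exposure 5 h at ambient temperature.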
aGlu spleen mod – qHTS Assay for Inhibitors and Activators of Human alpha-Glucosidase From Spleen Homogenate | human spleen homogenate, 4-MU-alpha-glucoside fluorescence | Potency, µM (highest dose often 79.9 µM), inactives show top-dose activity change, negative = inhibition, most hits filed as inhibitors | 240,000 compounds, 0.006% hits;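 further: 0% = enzyme with vehicle and -100% = no enzyme basal signal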
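Human spleen homogenate (1 ug) with 4-methylumbelliferyl-alpha-D-glucopyranoside (1 mM final) in 50 mM citrate/phosphate pH 5.0, 0.01% Tween-20; 40 min at 37 C. Stopped at pH 10; 4-MU fluorescence Ex 365/Em 440 nm; AC50 by Hill fit.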
* hit, by the source's call; i = inactive; ? = inconclusive; · = not tested or not shown; & = joins results of further samples; [ ] = remark or other dose. Unless noted, the call rests on the fitted dose curve; in most records, active means well fitted curve in the direction sought with a large enough effect; inconclusive means small, poorly fitted or top-dose-only effect, or another doubt; inactive means no such curve, though single readings can be large; an effect the other way counts as inactive or inconclusive. Unless noted, on the % scale 0 is the no-effect control and ±100 the full control effect; potency means the concentration at half of the fitted maximal effect.

item	Structure	GAA inhib	RGS12 GoLoco inh	L3MBTL1 block	TRb-SRC2 inh	RECQ1 helicase	GAA glycogen mod	TR SRC2 fluor cs	aGlu spleen mod
1	CC(C)C[C@H](NC(=O)[C@H](CCCCN)NC(=O)CNC(=O)[C@H](CC(C)C)NC(=O)[C@@H](N)C(C)C)C(=O)N[C@@H](CO)C(=O)N[C@@H](CCC(N)=O)C(=O)N[C@@H](CCC(=O)O)C(=O)N[C@@H](CC(C)C)C(=O)N[C@@H](Cc1cnc[nH]1)C(=O)N[C@@H](CCCCN)C(=O)N[C@@H](CC(C)C)C(=O)N[C@@H](CCC(N)=O)C(=O)N[C@H](C(=O)N[C@@H](Cc1ccc(O)cc1)C(=O)N1CCC[C@H]1C(=O)N[C@@H](CCCNC(=N)N)C(=O)N[C@H](C(=O)N[C@@H](CC(N)=O)C(=O)N[C@H](C(=O)NCC(=O)N[C@@H](CO)C(=O)NCC(=O)N[C@H](C(=O)N1CCC[C@H]1C(N)=O)[C@@H](C)O)[C@@H](C)O)[C@@H](C)O)[C@@H](C)O	·	·	·	-3.6%	-11.9%	·	0.4%	4.5%
2	Cc1ncc(CN2CCN(Cc3ccc(F)cc3)C(CCO)C2)s1 (stereo unspecified)	?	11.5%	-2.3%	8.2%	i	-0.6%	-3.2%	3.4%
3	CCN1C(=S)SC(=O)C1=C1C=C(C)OC(C)=C1	-2.2%[15.4 µM]	41.0%[activator]	-5.3%	1.6%	-6.3%	9.8%	-4.9%	3.6%
4	COCCOC(=O)c1c(C)oc2ccc(OC(=O)c3c(OC)cccc3OC)cc12	-10.8%	0.3%	8.7%	0.5%	-9.5%	-6.9%	-3.7%	-8.8%
5	O=[N+]([O-])c1cccc(NC2=NCCC2)c1	1.2%	-13.1%	5.1%	1.7%	i	18.5%	-2.1%	-2.3%
6	CCOC(=O)N1CCC(NC(=O)C2CCN(C(=O)N3CC(C)Oc4ccc(C)cc43)CC2)CC1 (stereo unspecified)	1.4%	8.4%	·	-14.4%	i	-2.6%	2.9%	-1.2%
7	CC(=O)OC1CCC(OC(C)=O)c2c1n([O-])c(C)c(C)[n+]2=O (stereo unspecified)	-2.4%	3.2%	2.3%	8.1%	-2.2%	5.5%	2.4%	-12.6%
8	CC(C#N)(Nc1ccc(Cl)cc1)c1cccnc1 (stereo unspecified)	2.1%	2.3%	-1.0%	1.3%	i	-3.2%	2.0%	4.0%
9	CO[C@]1(C)C[C@H]2O[C@]1(C)n1c3ccccc3c3c4c(c5c6ccccc6n2c5c31)C(=O)N(C)C4	·	·	·	-0.4%	-10.5%	·	1.4%	-8.4%
10	CCc1cccc(C)c1NC(=S)NCc1cccn1C	0.6%	6.8%	1.6%	-5.7%	-3.1%	-11.1%	-1.9%	-11.2%
11	C[C@@H](C(=O)N[C@@H](Cc1c[nH]c2ccccc12)C(=O)O)n1nnc2ccccc2c1=O	·	1.1%	·	-2.1%	i	6.7%	-4.2%	4.8%
12	O=C(Nc1ccccc1)c1ccc2c(c1)OCCO2	-7.3%	7.5%	0.5%	-2.8%	-4.1%	3.0%	-3.3%	-18.5%
13	CC(=O)c1ccc(S(=O)c2ccccc2)cc1 (stereo unspecified)	-3.2%	-4.9%	-5.0%	3.5%	-0.1%	2.5%	0.3%	3.6%
14	CCN(CC(=O)Nc1ccc(OC)cc1)CC(=O)Nc1ccc(Br)cc1F	-12.0%	5.9%	9.2%	-5.4%	i	-9.7%	-4.3%	·
15	O=C1NC2C(NC(=O)N2C2CCCCC2)N1C1CCCCC1 (stereo unspecified)	-2.6%	9.4%	4.9%[11.4 µM]	2.0%	-4.8%	3.1%	-1.3%	-6.5%
16	COC(=O)C1=C(C)NC2=C(C(=O)CC(c3cccs3)C2)C1c1ccsc1 (stereo unspecified)	12.4%	-5.8%	11.0%	-2.7%	-9.5%	-22.2%	-2.6%	2.5%
17	CN(C)S(=O)(=O)c1ccc(C(=O)NCC(=O)N/N=C/c2ccccc2Cl)cc1	-7.3%	25.8%	1.1%	2.1%	i	-9.0%	-2.0%	3.4%
18	O=C1CC(N2CCSCC2)C(=O)N1c1ccccc1 (stereo unspecified)	-5.5%	10.9%	-1.8%	-5.7%	i	-1.6%	1.4%	4.4%
19	Cc1sc(N)c(C(=O)c2ccccc2)c1C	8.3%	24.2%	-11.4%	-2.1%	i	2.5%	0.1%	7.1%
20	N#Cc1c(Nc2ccccc2C(F)(F)F)s[nH]c1=O	·	-19.8%	-3.0%	-2.1%	i	0.0%	-1.3%	-5.5%

The closing 2 entries of the part before open the next one:
item	Structure	GAA inhib	RGS12 GoLoco inh	L3MBTL1 block	TRb-SRC2 inh	RECQ1 helicase	GAA glycogen mod	TR SRC2 fluor cs	aGlu spleen mod
19	Cc1sc(N)c(C(=O)c2ccccc2)c1C	8.3%	24.2%	-11.4%	-2.1%	i	2.5%	0.1%	7.1%
20	N#Cc1c(Nc2ccccc2C(F)(F)F)s[nH]c1=O	·	-19.8%	-3.0%	-2.1%	i	0.0%	-1.3%	-5.5%
21	O=C(c1ccc(Cl)c(S(=O)(=O)N2CCOCC2)c1)N(c1ccccn1)C1CCCCC1	-2.7%	2.8%	-8.6%	5.4%	-11.8%	7.5%	-0.2%	-3.9%
22	CCC(C)(C)NC(=O)C(c1ccc(F)cc1)N(Cc1ccc(OC)cc1)C(=O)c1cnccn1 (stereo unspecified)	-5.4%	9.0%	8.0%	-1.4%	i	-0.7%	2.2%	0.7%
23	CCOc1ccc(OCC)c(NS(=O)(=O)c2ccc3c(c2)CCN3C(=O)C2CCC2)c1	-5.1%	-7.8%	·	-3.7%&-7.1%	-3.0%	-15.8%[76.3 µM]	-2.0%&4.3%	-8.2%
24	N#CC1=C(N)N(c2ccc(F)cc2)C2=C(C1c1ccc(O)cc1)S(=O)(=O)CC2 (stereo unspecified)	?	236.3%[activator]	·	?	?	3.6%	44.7µM*[fluorescent]	-4.4%
25	CN(C(=O)CSc1ncnc2sc(-c3ccccc3)cc12)C1CCS(=O)(=O)C1 (stereo unspecified)	-24.1%	34.0%[activator]	6.4%	4.0%	i	-7.6%	0.2%	3.4%
26	CSCCC(NS(=O)(=O)c1ccc(Br)cc1)C(=O)OCC(=O)NC1CC1 (stereo unspecified)	-14.1%	7.3%	-2.4%	-2.3%	-0.1%	-18.6%	-0.1%	-10.4%
27	CC1CC(C)(C)NC(=S)N1CC(=O)N1CCN(Cc2ccccc2)CC1 (stereo unspecified)	8.6%	-0.2%	7.7%	0.5%	-3.6%	-8.1%	-2.7%	1.8%
28	COc1ccc(-c2cnnc(CCCn3ccnc3-c3ccccc3)n2)cc1	·	·	·	0.6%[11.2 µM]	-1.3%[11.5 µM]	·	0.8%[11.2 µM]	4.4%[17.4 µM]
29	COc1ccc(C(=O)/C=C/Nc2ccc(S(N)(=O)=O)cc2)cc1OC	·	-2.7%	9.2%	2.7%	-19.9%	3.5%	0.0%	-2.1%
30	CC(C)CCNc1nc2c(c(=O)n(Cc3cccc(F)c3)c(=O)n2C)n1C	-14.1%	-6.5%	-24.1%	-3.8%	2.5%	-19.3%	-2.0%	7.3%
31	O=C(NCc1cccc2ccccc12)[C@H]1C[C@@H]1[C@H](NP(=O)(c1ccccc1)c1ccccc1)c1ccccc1	·	6.3%	·	1.3%	-3.1%	·	-1.6%	22.8%
32	CCOc1ccc(C2=Nn3c(nnc3-c3ccccc3)SC2)cc1Cl	-10.2%	-6.2%	2.4%	-0.8%	i	7.3%	1.8%	2.2%
33	O=C(Nc1ccccc1-c1nc2ccccc2[nH]1)c1ccc(S(=O)(=O)N2CCCCC2)cc1	-3.2%	-1.6%	1.9%	-2.7%	-14.2%	-1.5%	0.9%	-13.8%
34	CCOC(=O)C1=C(C)C2C3C(=O)N(c4ccc(C)cc4C)C(=O)C3C1(C)C1C(=O)N(c3ccc(C)cc3C)C(=O)C21 (stereo unspecified)	-1.8%	6.0%	2.9%	-3.9%	-0.7%	4.3%	3.0%	-0.8%
35	CCCn1c(N)c(C(=O)CSc2nc3ccccc3c(=O)n2Cc2ccccc2)c(=O)[nH]c1=O	2.2%	10.1%	-13.3%	-0.1%	22.0%	2.8%	-3.1%	13.2%
36	CCOc1ncccc1C(=O)OCc1c(Cl)cccc1Cl	2.2%	6.2%	25.2%	-2.3%[53 µM]	-6.5%	-3.0%	-1.1%[53 µM]	-5.5%
37	CC(C)(C)n1nnnc1C(c1cccc(C#N)c1)N1CCN2CCCC2C1 (stereo unspecified)	-0.2%	-1.5%	·	4.2%	-2.2%	3.7%	3.3%	-9.5%
38	O=C(Cc1cccs1)NCc1cccc(F)c1	-3.6%	6.3%	·	-2.8%	7.7%	-0.2%	1.4%	-2.8%
39	O=C(Cl)c1ccccc1[N+](=O)[O-]	·	-1.2%	·	7.4%	1.8%	·	-1.5%	-9.9%
40	O=c1[nH][nH]cc1C=NCc1cccnc1	-2.6%	4.7%	12.0%	5.0%	-1.7%	-4.0%	-1.8%	·

Compound activity: PubChem, National Center for Advancing Translational Sciences (NCATS)

These rows are one share of the data, so the mix of outcomes need not match the whole.
